Luciferase inh: blocks purified firefly luciferase enzyme activity. 76,000 tested, 2.5% active. Potency, µM (highest dose often 115 µM), inactives show at the highest dose activity change, negative = inhibition, usual class: inhibitors. AID 1347043. purified P. pyralis luciferase, luminescence, biochemical; further: potency means the concentration at half of the fitted maximal effect; nearly all actives have a fitted effect of over 65% in size
Target sequence (P08659 whole entry, looked up): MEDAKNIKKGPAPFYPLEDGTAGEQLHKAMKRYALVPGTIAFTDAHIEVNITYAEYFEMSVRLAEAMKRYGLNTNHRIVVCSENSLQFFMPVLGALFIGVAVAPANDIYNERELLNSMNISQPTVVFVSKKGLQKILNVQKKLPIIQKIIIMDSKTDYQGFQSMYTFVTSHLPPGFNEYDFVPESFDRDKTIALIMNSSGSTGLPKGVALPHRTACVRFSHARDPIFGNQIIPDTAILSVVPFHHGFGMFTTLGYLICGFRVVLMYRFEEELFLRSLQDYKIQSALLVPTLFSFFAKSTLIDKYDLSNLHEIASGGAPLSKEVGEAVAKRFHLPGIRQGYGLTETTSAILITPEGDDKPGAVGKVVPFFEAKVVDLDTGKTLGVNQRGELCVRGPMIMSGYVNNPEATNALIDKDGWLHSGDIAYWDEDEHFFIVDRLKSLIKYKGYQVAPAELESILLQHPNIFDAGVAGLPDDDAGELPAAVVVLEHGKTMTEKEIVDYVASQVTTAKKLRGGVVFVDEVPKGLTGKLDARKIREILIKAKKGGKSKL
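Biochemical qHTS: compound (6-point titration) added to 10uM D-luciferin plus 10uM ATP in Tris acetate pH 7.5 buffer with Mg, Tween-20 and BSA, then purified enzyme at 10nM; light output imaged.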
NIH3T3 tox: cytotoxic compounds in NIH 3T3 cells. NIH 3T3 viability, CellTiter-Glo ATP luminescence, 48-72 h. Potency, µM (titrated, usually from 96.7 µM), inactives show at the top dose activity change, negative = cytotoxicity, actives largely listed as inhibitors. 94,000 tested, 4.3% active. AID 1345082; further: potency means the concentration at half of the fitted maximal effect; nearly all actives have a fitted effect of over 55% in size
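Cells were seeded at 400 per well, treated with pin-transferred compound, and kept 48 or 72 hr at 37 °C before CellTiter-Glo addition and luminescence imaging of cellular ATP.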
GPT2 inh: blocks human glutamate pyruvate transaminase 2. Q8TD30. AID 1671188. 100,000 tested, 0.25% active. Recombinant GPT2, coupled pyruvate oxidase/HRP Amplex Red fluorescence. Potency, µM (doses to about 57.7 µM), for the others: at the top dose activity change, negative = inhibition, most hits filed as inhibitors; further: potency means the concentration at half of the fitted maximal effect; nearly all actives have a fitted effect of over 60% in size; many of its hits are not listed in these tables
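Recombinant GPT2 (10ng/uL) with 250uM a-KG and 2mM L-alanine, 30 min at room temperature, in HEPES pH 7.5 buffer. Pyruvate detected by pyruvate oxidase/HRP/Amplex Red fluorescence after 30 min in the dark; AOA (50uM) as positive control.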
HEK293 viab: reduces viability of HEK-293 SNCA reporter cells; HEK-293-SNCA-luc viability, GF-AFC fluorescence, 24 h; 150,000 tested, 0.12% active; AID 1671193; Potency, µM (top dose mostly 57.1 µM), for the others: at the top dose activity change, negative = cytotoxicity, most hits filed as cytotoxic;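 further: potency means the concentration at half of the fitted maximal effect; 0% = DMSO-treated cells and -100% = medium-only wells without cells; nearly all actives have a fitted effect of over 30% in size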
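Cytotoxicity counterscreen: after 24 h compound treatment of genome-edited SNCA-luciferase HEK-293 cells, live-cell protease substrate GF-AFC read by fluorescence after 30 min; activity scaled between DMSO (0%) and medium-only (-100%), curves Hill-fitted.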
SNCA expr inh: inhibitors of alpha-synuclein (SNCA) gene expression. HEK-293 SNCA-luciferase knock-in, luminescence, 24 h. Potency, µM (series often up to 57.2 µM), inactives show at the highest dose activity change, negative = inhibition, actives largely listed as inhibitors. 140,000 tested, 0.17% active;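 further: potency means the concentration at half of the fitted maximal effect; plate controls were DMSO cells for no effect and cell-free wells for full effect; nearly all actives have a fitted effect of over 45% in size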
IP6K1 inh: inhibitors of human IP6K1; 140,000 tested, 0.81% active; activity change, % (series mostly up to about 58 µM); IP6K1 kinase, ADP-Glo luminescence, 2 h; active compounds read low; in the data active means activity change below about -25%
Target sequence (Q92551 whole entry, looked up): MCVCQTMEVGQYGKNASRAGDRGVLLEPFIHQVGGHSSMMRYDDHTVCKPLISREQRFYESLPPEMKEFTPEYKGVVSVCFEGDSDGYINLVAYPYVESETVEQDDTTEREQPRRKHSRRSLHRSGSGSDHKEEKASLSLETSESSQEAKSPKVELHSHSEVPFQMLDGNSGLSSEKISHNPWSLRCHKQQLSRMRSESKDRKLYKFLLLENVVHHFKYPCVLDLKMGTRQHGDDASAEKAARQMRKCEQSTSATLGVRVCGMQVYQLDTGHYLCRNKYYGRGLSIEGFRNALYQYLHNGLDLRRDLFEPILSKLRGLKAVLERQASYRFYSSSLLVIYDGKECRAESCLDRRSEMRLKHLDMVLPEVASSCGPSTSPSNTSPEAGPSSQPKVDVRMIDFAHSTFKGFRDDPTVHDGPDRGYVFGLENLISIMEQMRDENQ
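ADP-Glo luminescence measures ADP made by human IP6K1 during a 2 h RT reaction with ATP/IP6 (mix at 1.3 mM/130 uM); top library doses 57.5 and 19.1 uM final.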
HEK cytotox: kills HEK 293 cells | HEK 293 viability, ATP luminescence (CellTiter-Glo), 48-72 h | Potency, µM (highest dose often 115 µM), for the others: at the highest dose activity change, negative = cytotoxicity, actives largely listed as inhibitors | 94,000 tested, 6.6% active; further: potency means the concentration at half of the fitted maximal effect; nearly all actives have a fitted effect of over 60% in size
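ATP-coupled CellTiter-Glo luminescence served as viability read-out, recorded 10 min after reagent addition at room temperature. HEK 293 cells, 250 cells/well, had been incubated with pintool-transferred compound for 48 or 72 hr at 37 degree Celsius.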
An asterisk follows results filed as active; i = inactive; u = inconclusive; x = no result given; [ ] = remark or other dose. Unless noted, the call rests on the fitted dose curve; in most records, active means well fitted curve in the direction sought with a large enough effect; inconclusive means small, poorly fitted or top-dose-only effect, or another doubt; inactive means no such curve, though single readings can be large; an effect the other way counts as inactive or inconclusive. Unless noted, on the % scale 0 is the no-effect control and ±100 the full control effect.

Second line of a record: IP6K1 inh | SNCA expr inh | HEK cytotox | GPT2 inh | Luciferase inh | NIH3T3 tox | HEK293 viab
- CN1c2cc(C(=O)NC3CCCCCC3)ccc2C(=O)N2CCCC21 (stereo not drawn)
→ 1 | 13% | -25% | i | -19% | -11% | -15%[12.5 µM]
- COc1ccc(Cn2c(SCc3ccc(C(=O)NC4CCCCC4)cc3)nc3ccncc32)cc1
→ -8 | -30% | x | x | x | x | -13%
- Cc1nc(-c2ccccc2)n(Cc2nc(-c3cccc(Cl)c3)oc2C)c(=O)c1CCO
→ -1 | 2% | -19% | i | 4% | -9% | 0%
- O=C(c1cc(F)ccc1Cl)N1CCC(n2cc(-c3nc(C4CC4)no3)nn2)C1 (stereo not drawn)
→ 15 | -30% | u | i | 4% | -18% | 11%
- CCN1C(=O)CCN(C(=O)c2ccoc2)CC12CCOCC2
→ 6 | -39% | -2% | i | 7% | -2% | -31%
- COc1ccc(-c2noc([C@@H](C)NCc3ccccc3)c2C(=O)O)cc1
→ -2 | 3%[87.6 µM] | 2%[172 µM] | 5%[88.5 µM] | 2%[172 µM] | -12%[138 µM] | -1%[87.6 µM]
- COc1cccc2c1Oc1ncccc1N(c1ccc(C(=O)NCc3ccccc3Cl)s1)C2
→ -1 | 25% | x | x | x | x | 3%
- [N-]=[N+]=Nc1ccc(C(=O)CSC[C@H](NC(=O)CC[C@H](N)C(=O)O)C(=O)NCC(=O)O)cc1
→ x | u | x | 4% | x | x | u
- CCN(CC)C(=O)C1CCN(S(=O)(=O)c2c(C)noc2/C=C/c2cccc(OC)c2)CC1
→ -3 | 0% | x | x | x | x | -1%
- Cc1nn(-c2ccccc2)c2c1C(C(C)C)N(C1CCN(C(=O)c3ccc(C(F)(F)F)cc3)CC1)C2=O (stereo not drawn)
→ 1 | x | 3% | x | x | 0% | x
- COc1ccc(Cl)cc1CNCCSc1nnnn1C
→ -2 | 10% | x | x | x | x | -8%
- O=C(c1cccs1)c1cn(CCOc2ccccc2Cl)c2ccccc12
→ -10 | u | x | x | x | x | -3%
- COc1cccc(C(=O)NC2CCCN(Cc3ccc(-c4cc(C)cc(C)c4)cc3)C2)c1 (stereo not drawn)
→ 3 | -10% | u | -1% | x | 40µM* | 7%[12.5 µM]
- COc1ccccc1OCC(O)CO (stereo not drawn)
→ 13 | -10%[25.6 µM] | x | -1% | x | x | 4%[23.9 µM]
- Cc1ccc(S(=O)(=O)NCc2ccc(C(=O)NCCc3cccc(C)c3)cc2)cc1
→ -2 | 19% | x | x | x | x | 10%
- COc1ccccc1NC(=O)C1=C(C)Nc2nc(SCc3ccccc3F)nn2C1c1cccnc1 (stereo not drawn)
→ 9 | -24% | x | x | x | x | 5%
- Cc1ccc(C2(O)CCN(C(=O)CCn3ccc(=O)[nH]c3=O)CC2)nc1
→ 9 | u | -2% | 1% | 4% | i | 4%
- COc1cc(=O)n2c(c1C(=O)NCc1ccc(C(F)(F)F)cc1)CCCC2
→ -11 | -21% | -26% | i | -1% | -3% | 6%
- CCS(=O)(=O)N1CCCOCCNC(=O)[C@@H]2CCC[C@@H]21
→ 3 | -19% | i | i | -3% | 2% | 6%
- O=C1CCCCC(C(=O)NCc2ccc(F)cc2)N1 (stereo not drawn)
→ 13 | 9% | -1% | 1% | 0% | 5% | -9%
- CCc1ccc(S(=O)(=O)N2[C@@H]3CC[C@H]2CC(NC(=O)c2ccc(F)cc2)C3)cc1 (stereo partly drawn)
→ 14 | 0% | u | i | 0% | -6% | 0%
- CC(C)NC(=O)C1=NOC2CN([S+](C)(=O)[O-])CC12 (stereo not drawn)
→ 12 | 13%[87.6 µM] | -3%[172 µM] | i | x | i | 5%[87.6 µM]
- CCN(CC)c1cc2c(cc1F)c(=O)c(S(=O)(=O)c1ccc(OC)cc1)cn2Cc1ccccc1
→ 7 | u | x | x | x | x | -20%
- COc1cccc(CNC(=O)c2ccc3nnc(-c4cc(C(F)(F)F)cc(C(F)(F)F)c4)n3c2)c1
→ -1 | -16% | u | -9% | x | u | -18%
- CCOc1ccccc1NC(=O)c1cnc(N2CCOCC2)c2ccccc12
→ 23 | 37%[activator] | x | x | x | x | 9%
- CCCn1c(=N)c(C(=O)NC(C)c2ccccc2)cc2c(=O)n3ccccc3nc21 (stereo not drawn)
→ 1 | 1% | x | x | x | x | u
- O=C1N2CCCC2CN1C1CCN(Cc2ccsc2)CC1 (stereo not drawn)
→ 17 | 10%[87.6 µM] | -3%[172 µM] | i | -3%[172 µM] | -11%[138 µM] | 13%[87.6 µM]
- COc1cccc(CNC(=O)c2c(C)noc2-c2ccccc2Cl)c1
→ 19 | 10% | u | 5% | 4% | u | 1%
- O=C1NC(=NC2CCCC2)C2(CCN(CC3CC3)C2)N1c1cc(F)cc(F)c1 (stereo not drawn)
→ 4 | -28% | u | 1% | x | u | -14%
- CCOc1cccc(C(=O)N(Cc2ccc(C)o2)C2CCS(=O)(=O)C2)c1 (stereo not drawn)
→ -1 | 19% | x | x | x | x | -10%

3 entries already listed, sorted by molecular weight, low to high:
Second line of a record: IP6K1 inh | SNCA expr inh | HEK cytotox | GPT2 inh | Luciferase inh | NIH3T3 tox | HEK293 viab
- Cc1ccc(C2(O)CCN(C(=O)CCn3ccc(=O)[nH]c3=O)CC2)nc1
→ 9 | u | -2% | 1% | 4% | i | 4%
- O=C(c1cc(F)ccc1Cl)N1CCC(n2cc(-c3nc(C4CC4)no3)nn2)C1 (stereo not drawn)
→ 15 | -30% | u | i | 4% | -18% | 11%
- COc1cccc2c1Oc1ncccc1N(c1ccc(C(=O)NCc3ccccc3Cl)s1)C2
→ -1 | 25% | x | x | x | x | 3%

(cont.)
Second line of a record: IP6K1 inh | SNCA expr inh | HEK cytotox | GPT2 inh | Luciferase inh | NIH3T3 tox | HEK293 viab
- O=C(NC1CCCC1)N1CCCC1C(=O)N1CCCC1c1nc2ccncc2[nH]1 (stereo not drawn)
→ 18 | -21% | i | i | x | -15% | -27%
- O=C(Nc1ccc2[nH]ccc2c1)c1ccc(-c2ncc3cnc(C4=CCOCC4)cn23)cc1
→ -6 | u | u | 4%[88.5 µM] | -22%[172 µM] | u | -22%[87.6 µM]
- O=C(c1ccc(Cl)cc1)N1CCNc2cnc(Nc3cccc(C(F)(F)F)c3)nc2C1
→ -6 | 14% | 32µM* | -12% | -10% | 22µM* | 0%
- CCn1ccnc1C1CCN(c2nc3ccccc3o2)CC1
→ -2 | -6% | -17% | -9% | u | -6% | 9%
- COc1ccc(C(=O)N2CCC(Cc3nc(-c4ccncc4)n[nH]3)CC2)cc1
→ 17 | -21% | -6% | i | x | u | -6%
- CCC(C(=O)Nc1ccc(C(C)=O)cc1)n1cnc2nc3c(cc2c1=O)CCCC3 (stereo not drawn)
→ 21 | 27% | x | x | x | x | -22%
- COc1ccc(C(C(=O)O)N2CCc3sccc3C2)c(OC)n1 (stereo not drawn)
→ 26 | 13% | -4% | -36% | -2% | -3% | 5%
- COc1ccc(CNC(=O)C2(N3C[C@@H](C)O[C@@H](C)C3)Cc3ccccc3C2)cc1
→ -8 | 3% | u | i | -27% | u | -15%
- COc1ccccc1N1CCN(C(=O)c2noc(-c3ccc(C)cc3)n2)CC1
→ -11 | -18% | -25% | i | -25% | u | -1%
- O=C(NC1CCCN(CCn2nc3n(c2=O)CCCC3)C1)c1ccccn1 (stereo not drawn)
→ 3 | x | i | x | x | -18% | x
- CN(C)c1ccc(-c2nnc([C@H]3CCN(Cc4ccccc4)C3)o2)cc1
→ 27 | 28%[87.6 µM] | u | i | 63µM* | u | -6%[87.6 µM]
- Cc1ccccc1C(=O)N1CCC(Cc2nc(-c3ccccc3)no2)CC1
→ 5 | -2% | u | 4% | -18% | u | -7%
- CC(C)CNC(=O)C1CCc2ncc(-c3ccsc3)n2C1 (stereo not drawn)
→ 3 | -4% | i | -12% | 3% | -5% | -1%
- CCc1ccc(NC(=O)c2ccc(Cn3nc(N4CCN(c5ccccc5)CC4)ccc3=O)o2)cc1
→ 15 | -30% | x | x | x | x | -4%
- CN(CC(=O)N1CCc2c(c(-c3nncn3CC3CC3)nn2C)C1)S(=O)(=O)c1cnc[nH]1
→ -16 | -22% | -14% | i | -1% | -3% | -4%
- COc1ccc2[nH]c(C(=O)N3CCC4(CC3)CC(c3nc(C)no3)N(C)C4)cc2c1 (stereo not drawn)
→ 3 | 21% | u | 1% | -19% | -23% | -6%
- CN1[C@@H](CCC(=O)N2CC[C@@H](O)C2)CNC(=O)[C@@H]2[C@H]1CCN2C1CCOCC1
→ 4 | 30%[87.6 µM] | -6%[172 µM] | i | 13%[172 µM] | 3%[138 µM] | 2%[87.6 µM]
- O=C(NC1CC(=O)N(Cc2ccc(F)cc2)C1)c1ccn[nH]1 (stereo not drawn)
→ -1 | 14% | i | 1% | 7% | i | 10%
- Cc1nc(Cn2nc(C3CCCNC3)n(-c3ccccc3)c2=O)cs1 (stereo not drawn)
→ 12 | u | -5% | u | 2% | -16% | 2%
- CCOc1ccc(C(=O)Nc2ccc3oc(-c4ccncc4)nc3c2)cc1
→ -9 | -17% | x | x | x | x | 0%
- COc1cccc(C(c2c(O)cc(C)n(Cc3ccco3)c2=O)N2CCN(c3ccccc3)CC2)c1 (stereo not drawn)
→ -12 | -21% | x | x | x | x | 0%
- O=C(c1ccc(Cl)nc1)N1CCC(C(=O)N2CCC(N3CCCC3=O)CC2)CC1
→ 16 | 10% | 0% | i | x | -26% | -1%
- COc1ccc(C(=O)NC(C(=O)N2CCCC2)C2CCN(C(=O)c3ccccc3)CC2)cc1 (stereo not drawn)
→ -8 | -17% | i | i | 1% | -26% | u
- O=C(NC[C@H]1CCc2ccccc2O1)c1cccc(-n2cnnc2)c1
→ 8 | -12% | 2% | -11% | 8% | -19% | 0%
- Cc1ccc(NC(=O)CCn2ccn3nc4c(c3c2=O)CCCC4)cc1C
→ -2 | 8% | u | i | -22% | -17% | -3%
- O=C(Cc1ccc(F)cc1)N1CCC2(COc3ccncc3[S+](=O)([O-])N2)C1 (stereo not drawn)
→ -5 | u | 0% | -10% | x | 3% | 4%
- CC(C)CC(=O)N1C(C(=O)NCC2CCCO2)COC12CCC(C)CC2 (stereo not drawn)
→ -1 | -2% | -22% | i | -9% | -18% | -2%

Compounds from the list above that have a furan ring, fused or not (4):
Second line of a record: IP6K1 inh | SNCA expr inh | HEK cytotox | GPT2 inh | Luciferase inh | NIH3T3 tox | HEK293 viab
- CCN1C(=O)CCN(C(=O)c2ccoc2)CC12CCOCC2
→ 6 | -39% | -2% | i | 7% | -2% | -31%
- CCOc1cccc(C(=O)N(Cc2ccc(C)o2)C2CCS(=O)(=O)C2)c1 (stereo not drawn)
→ -1 | 19% | x | x | x | x | -10%
- CCc1ccc(NC(=O)c2ccc(Cn3nc(N4CCN(c5ccccc5)CC4)ccc3=O)o2)cc1
→ 15 | -30% | x | x | x | x | -4%
- COc1cccc(C(c2c(O)cc(C)n(Cc3ccco3)c2=O)N2CCN(c3ccccc3)CC2)c1 (stereo not drawn)
→ -12 | -21% | x | x | x | x | 0%

These rows are one share of the data; the hit share may differ from the screen's.
